Compound activity as filed in PubChem BioAssay.
HSF-1 act – increases HSF-1 driven luciferase reporter signal; NIH3T3-HGL HSF-1 luciferase reporter, MG132, 8 h; 100% = twice DMSO control signal; AID 504408; 300,000 tested, 1.7% active; activation, % at 9 µM;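 active = mean replicate activation of at least 50% with a set share of replicates each reaching 50%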;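 also: 0% = median of the neutral control wells and 100% = twice that signal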
GSK3B inh – blocks human GSK3beta kinase activity | GST-GSK3beta kinase, ADP-Glo luminescence, 60 min; hits give low values | activity score (negative = inhibition), % at 10 µM | 300,000 tested, 0.038% active;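 active = more than half of replicate wells score below -50%, meaning over 50% inhibition versus plate controls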;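 also: 0% = median DMSO wells and -100% = median GW8510 positive control wells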
Target sequence (P49841 whole entry, looked up): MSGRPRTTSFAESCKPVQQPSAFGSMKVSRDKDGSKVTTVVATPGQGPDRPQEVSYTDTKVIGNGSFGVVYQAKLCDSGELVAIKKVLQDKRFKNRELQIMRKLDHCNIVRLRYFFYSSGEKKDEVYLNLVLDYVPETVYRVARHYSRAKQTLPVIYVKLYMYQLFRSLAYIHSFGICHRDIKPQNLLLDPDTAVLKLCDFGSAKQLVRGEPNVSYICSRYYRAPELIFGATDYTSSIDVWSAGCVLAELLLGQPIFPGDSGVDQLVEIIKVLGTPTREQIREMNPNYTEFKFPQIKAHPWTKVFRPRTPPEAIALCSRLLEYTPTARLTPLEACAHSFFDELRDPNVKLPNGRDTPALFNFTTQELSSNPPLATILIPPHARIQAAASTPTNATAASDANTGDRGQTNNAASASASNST
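Test system: GST-tagged human GSK3beta kinase, cell-free; evaluation: activity score scaled between in-plate DMSO and GW8510 controls; measured by: ADP-Glo luminescence; incubation: 60 min reaction, RT; benchmarks: DMSO and 20 µM GW8510; reagent: peptide substrate plus 25 µM ATP (final); medium: Tris/MgCl2 kinase buffer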
Platelet DG rel – modulates dense granule release in human platelets | human platelet-rich plasma, SFLLRN dense granule ATP release, luminescence | inhibition, %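 (compounds screened at 7.5 µM in platelet-rich plasma)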 | 300,000 tested, 0.22% active | AID 1663;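 active = mean replicate score, as percent of positive control, at or above 50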
Dyrk1A ADPGlo – inhibitors of rat Dyrk1A kinase. inhibition, % at 12.5 µM. Q63470. AID 504441. 310,000 tested, 0.43% active. ADP-Glo luminescence, NFATc1 peptide; in the data active = inhibition above about 50%;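 also: plate controls were vehicle with enzyme for no effect and no enzyme for full effect; many of its hits are not listed in these tables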
GSK3 alpha inh – inhibitors of human GSK-3 alpha kinase; P49840; ADP-Glo luminescence, 60 min; inhibition, % at 10 µM; 320,000 tested, 0.1% active; AID 2650;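 in the data active = inhibition above about 50%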;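 also: GST-tagged GSK-3 alpha with peptide substrate and 25 µM ATP; 0% = DMSO neutral wells and 100% = GW8510 positive control wells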
Target sequence (P49840 whole entry, looked up): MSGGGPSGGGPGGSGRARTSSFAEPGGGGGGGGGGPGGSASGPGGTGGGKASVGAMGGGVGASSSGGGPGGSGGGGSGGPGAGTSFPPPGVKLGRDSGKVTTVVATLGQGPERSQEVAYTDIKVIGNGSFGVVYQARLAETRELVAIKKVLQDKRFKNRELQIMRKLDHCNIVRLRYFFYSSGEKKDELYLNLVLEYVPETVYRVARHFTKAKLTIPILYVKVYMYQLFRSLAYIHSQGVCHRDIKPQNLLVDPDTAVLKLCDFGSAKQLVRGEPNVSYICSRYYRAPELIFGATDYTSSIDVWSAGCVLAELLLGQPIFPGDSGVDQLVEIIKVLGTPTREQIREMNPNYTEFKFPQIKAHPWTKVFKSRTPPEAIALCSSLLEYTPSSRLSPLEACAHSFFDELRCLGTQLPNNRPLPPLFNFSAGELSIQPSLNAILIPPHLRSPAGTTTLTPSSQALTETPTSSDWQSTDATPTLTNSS
IEC-6 tox – counter-screen for KLF5 inhibitors: cytotoxicity in IEC-6 cells. IEC-6 cytotoxicity, luminescence viability. inhibition, % at 5 µM. 290,000 tested, 0.78% active. AID 1825; in the data active = inhibition above about 22%;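 also: 0% = plate median of test compound wells and 100% = cytotoxic reference compound wells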
HSF1 inhib – HSF1 inhibition; NIH3T3-HGL HSE-luciferase, MG132-induced, luminescence 8 h; hits give low values; activity change, negative = inhibition, % at 7.5 µM (by protocol); 300,000 tested, 0.77% active;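 active = more than half of replicate wells show activity change below -50%, luminescence cut by over half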;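 also: luciferase reports HSF-1 transcriptional activity via heat shock element; 0% = median of DMSO wells and -100% = zero luminescence signal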
HSP90 refold inh – inhibitors of HSP90 luciferase refolding in rabbit reticulocyte lysate. 290,000 tested, 0.91% active. luciferase refolding luminescence, 3 h. inhibition, % at 5.6 µM;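 active = inhibition above the screen-wide mean plus 3 SD, computed separately per campaign, cut at about 16% in these data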;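 also: 0% = DMSO wells and 100% = 60 µM geldanamycin wells; inhibitors lower the luminescence because luciferase stays unfolded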
aSyn 5UTR inh – MLPCN primary screen, SNCA 5' untranslated region. inhibition, % (tested at 7.5 µM). 300,000 tested, 0.82% active. alpha-synuclein 5'UTR reporter, inhibitor activity. AID 1813; in the data active = inhibition above about 60%;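 also: H4 neuroglioblastoma cells stably carrying SNCA 5'UTR luciferase fusion; 0% = DMSO wells and 100% = positive control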
KLF5 inh – inhibitors of KLF5 expression. DLD-1 KLF5 promoter-luciferase reporter, luminescence. inhibition, % at 5 µM. 290,000 tested, 0.23% active. AID 1700;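 active = inhibition above a per-plate limit of that plate's mean compound inhibition plus 3 SD, cut at about 60% in these data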;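 also: 0% = DMSO wells and 100% = LY294002 at 200 µM; higher means less KLF5 promoter-driven luciferase light; inactives centre near -14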
* = called active by the depositor; / = not tested or not shown. Not all compounds are listed. The share of hits here may be higher or lower than overall.

[1] Cc1cc(C)nc(N(C#N)C(C)C(=O)N(C)C)n1 (stereo not drawn)
[2] OCc1ccccc1CNCc1ccccc1
[3] O=C(Nc1cc(SCCO)cc([N+](=O)[O-])c1)c1ccc(Br)o1
[4] O=C(NCc1cccnc1)c1ccc(NC(=O)c2ccc(Br)cc2)cc1
[5] C/C=C/C(=O)OCc1csc(CC(=O)Nc2ccccc2C)n1
[6] FC(F)(F)c1ccc(Oc2ccc3cc(Br)ccc3c2)nc1

screen / no.	1	2	3	4	5	6
HSF-1 act	2	-1	3	17	6	9
GSK3B inh	0	-3	-8	-2	2	7
Platelet DG rel	6	-1	27	12	1	-8
Dyrk1A ADPGlo	-2	4	-6	-2	1	-1
GSK3 alpha inh	0	-1	2	-2	0	-6
IEC-6 tox	1	7	3	89*	-8	1
HSF1 inhib	2	-3	2	16	1	8
HSP90 refold inh	0	4	0	-4	-4	1
aSyn 5UTR inh	5	6	-21	17	28	-9
KLF5 inh	6	-29	-46	-29	-33	5

[7] CC(=O)NC(CC(=O)NCCCn1ccc2ccccc21)c1ccccc1 (stereo not drawn)
[8] CC1Cc2ccccc2N1C(=O)CSc1nccc(=O)[nH]1 (stereo not drawn)
[9] Cc1ccc(S(C)(=O)=NS(=O)(=O)c2cccc3nsnc23)cc1 (stereo not drawn)
[10] CCCCC(=O)Nc1cccc2c1C(=O)N(c1ccccc1)C2=O
[11] COc1ccc(NS(=O)(=O)c2ccc(/C=C/C(=O)O)cc2)cc1S(=O)(=O)N1CCOCC1
[12] CC(=O)c1ccc(N(C(=O)CNC(=O)c2ccco2)C(C(=O)NC2CCCC2)c2ccncc2)cc1 (stereo not drawn)

screen / no.	7	8	9	10	11	12
HSF-1 act	-1	-3	-6	25	-6	-19
GSK3B inh	2	-23	-2	-3	3	-1
Platelet DG rel	5	-1	-6	20	-2	-24
Dyrk1A ADPGlo	-9	-3	/	2	-3	1
GSK3 alpha inh	0	2	2	-2	-1	-2
IEC-6 tox	8	3	-1	-5	0	-1
HSF1 inhib	-6	5	-3	-1	2	3
HSP90 refold inh	0	-2	5	4	0	2
aSyn 5UTR inh	6	9	21	-10	7	4
KLF5 inh	9	14	-4	-13	19	-10

Filtered by structure: the compounds so far containing a carbonyl joined to an NH by a bond outside any ring
[3] O=C(Nc1cc(SCCO)cc([N+](=O)[O-])c1)c1ccc(Br)o1
[4] O=C(NCc1cccnc1)c1ccc(NC(=O)c2ccc(Br)cc2)cc1
[5] C/C=C/C(=O)OCc1csc(CC(=O)Nc2ccccc2C)n1
[7] CC(=O)NC(CC(=O)NCCCn1ccc2ccccc21)c1ccccc1 (stereo not drawn)
[10] CCCCC(=O)Nc1cccc2c1C(=O)N(c1ccccc1)C2=O
[12] CC(=O)c1ccc(N(C(=O)CNC(=O)c2ccco2)C(C(=O)NC2CCCC2)c2ccncc2)cc1 (stereo not drawn)

screen / no.	3	4	5	7	10	12
HSF-1 act	3	17	6	-1	25	-19
GSK3B inh	-8	-2	2	2	-3	-1
Platelet DG rel	27	12	1	5	20	-24
Dyrk1A ADPGlo	-6	-2	1	-9	2	1
GSK3 alpha inh	2	-2	0	0	-2	-2
IEC-6 tox	3	89*	-8	8	-5	-1
HSF1 inhib	2	16	1	-6	-1	3
HSP90 refold inh	0	-4	-4	0	4	2
aSyn 5UTR inh	-21	17	28	6	-10	4
KLF5 inh	-46	-29	-33	9	-13	-10

Next part.
[13] CSc1cccc(NC(=O)CCCOc2ccccc2)c1
[14] CC(/C=N/NC(=O)Cc1cccs1)=C\c1ccco1
[15] COCCN(CC1CCCN(C2Cc3ccccc3C2)C1)C(=O)CCC(C)=O (stereo not drawn)
[16] CSc1ncc(Cl)c(C(=O)Nc2ccccc2C)n1
[17] O=S(=O)(CCN1CCCCC1)Oc1ccc(Cl)cc1Cl
[18] Clc1ccc2nc(COc3ccccc3)[nH]c2c1

screen / no.	13	14	15	16	17	18
HSF-1 act	15	9	-5	-9	2	34
GSK3B inh	1	0	-1	3	0	2
Platelet DG rel	-7	-8	-12	-1	-9	4
Dyrk1A ADPGlo	5	-4	-1	-1	-5	54*
GSK3 alpha inh	-4	0	8	1	0	-1
IEC-6 tox	1	-3	-1	8	1	27*
HSF1 inhib	-1	10	0	-1	-4	20
HSP90 refold inh	3	0	-1	0	8	3
aSyn 5UTR inh	-38	-98	13	9	-3	-151
KLF5 inh	-14	-10	-38	-5	-9	-116

[19] C=C1CCN([C@@H](CC(C)C)C(=O)N2CCCC2)S(=O)(=O)c2ccccc21
[20] COc1ccc(CCNC(=O)CCCCCN2C(=O)[C@@H]3Cc4ccccc4CN3C2=O)cc1OC
[21] Cc1cccc(C(OC(=O)c2ccco2)C(=O)NCc2ccccc2)n1 (stereo not drawn)
[22] C/C=C(\C)C(=O)OC(C)(C)[C@H]1Cc2cc3ccc(=O)oc3cc2O1
[23] COc1cc(OC)cc(C(=O)NCc2ccc3c(c2)cc(C)n3C)c1
[24] C/C=C/C(=O)OCC(=O)Nc1cc([N+](=O)[O-])ccc1Cl

screen / no.	19	20	21	22	23	24
HSF-1 act	-4	16	-7	47	19	3
GSK3B inh	-1	1	-2	0	0	-1
Platelet DG rel	3	-7	0	-10	-2	-1
Dyrk1A ADPGlo	0	4	-8	-3	-3	-2
GSK3 alpha inh	0	-2	-2	-1	-1	-3
IEC-6 tox	/	-4	6	7	6	-2
HSF1 inhib	-3	-5	-4	9	0	9
HSP90 refold inh	/	-1	2	-4	0	0
aSyn 5UTR inh	18	-2	-10	-6	10	-40
KLF5 inh	/	5	-3	-16	-21	-28

[25] CN(C)S(=O)(=O)c1ccc(Cl)c(C(=O)Nc2ccccc2[N+](=O)[O-])c1
[26] CC(C)(C)c1cc(C(=O)NN)n(Cc2ccc(Cl)cc2Cl)n1
[27] COc1ccc(CN2CCN(c3ncnc4scc(-c5ccc(F)cc5)c34)CC2)cc1
[28] Cc1ccccc1C(=O)Nc1nncs1
[29] COCCNC(=S)N/N=C/c1ccc([N+](=O)[O-])cc1
[30] Cn1c(=O)c2c(n(Cc3ccccc3)c1=O)NC(=O)C2CC(=O)N1CCc2ccccc2C1 (stereo not drawn)

screen / no.	25	26	27	28	29	30
HSF-1 act	1	9	10	-10	-2	/
GSK3B inh	-3	-7	1	-2	-25	/
Platelet DG rel	1	0	5	3	6	/
Dyrk1A ADPGlo	0	5	-2	0	-2	4
GSK3 alpha inh	-4	-2	2	0	1	/
IEC-6 tox	5	-9	7	2	-2	-4
HSF1 inhib	-5	-6	4	4	-4	/
HSP90 refold inh	-2	0	10	5	2	4
aSyn 5UTR inh	10	0	-5	-26	3	/
KLF5 inh	-6	9	-26	-28	-12	12

[31] Cc1cc(C)cc(NC(=O)Cn2c(-c3ccccc3Cl)nc3ccccc32)c1
[32] COC(=O)C1=C(C)NC(C)=C(C(=O)OC)C1c1ccc(NC(C)=O)cc1
[33] NC(=O)CSc1nnc(COc2ccc3ccccc3c2)o1
[34] Cc1ccc(-c2c(C#N)c(N)nc3c2CCCC3)o1
[35] NC(=O)C(=O)N/N=C/c1c(F)c(F)c(F)c(F)c1F
[36] COc1cccc(/C=C/C(=C2/C(=O)N(c3ccccc3)N=C2C)c2ccc(C)cc2)c1OC

screen / no.	31	32	33	34	35	36
HSF-1 act	25	4	5	6	-2	-9
GSK3B inh	-4	0	-27	-2	1	2
Platelet DG rel	-24	-3	-2	-7	-9	-15
Dyrk1A ADPGlo	-2	-10	-2	/	/	0
GSK3 alpha inh	1	1	4	1	-2	-1
IEC-6 tox	6	-5	-3	9	10	-1
HSF1 inhib	1	5	2	-3	-3	-4
HSP90 refold inh	7	-2	-4	-7	-2	2
aSyn 5UTR inh	-49	-5	9	13	-34	18
KLF5 inh	-2	-5	-19	-18	-32	4

[37] CCN1CCN(S(=O)(=O)c2ccc(OC)cc2)CC1
[38] CCO[C@H]1OC(C(=O)Nc2ccccc2)=C[C@@H](c2ccc(Br)cc2)[C@@H]1CCCO
[39] CCOC(=O)c1c(C)[nH]c(C(=O)COC(=O)C2CC(=O)N(Cc3ccccc3)C2)c1C (stereo not drawn)
[40] Cc1cccc(C)c1NC(=O)C1(NC(=O)Cn2cccc([N+](=O)[O-])c2=O)CCCCC1
[41] O=C(Nc1ncnc2c1ncn2C1OC(COC(=O)c2ccccc2)C(F)C1O)c1ccccc1 (stereo not drawn)
[42] O=C(CCCc1nc2ccccc2s1)N1CCN(S(=O)(=O)c2cccs2)CC1

screen / no.	37	38	39	40	41	42
HSF-1 act	-7	18	-3	10	5	3
GSK3B inh	1	2	-9	4	1	1
Platelet DG rel	1	-4	-4	5	6	-1
Dyrk1A ADPGlo	-5	-1	0	-2	2	2
GSK3 alpha inh	-10	-1	-1	-2	7	-1
IEC-6 tox	-5	-4	-2	-3	0	-1
HSF1 inhib	-4	13	-1	-8	7	1
HSP90 refold inh	1	8	1	15	1	0
aSyn 5UTR inh	5	53	25	12	-17	17
KLF5 inh	-6	-14	-29	1	-2	3

Part of the list above, bar-delimited:
No. | Molecule | HSF-1 act | GSK3B inh | Platelet DG rel | Dyrk1A ADPGlo | GSK3 alpha inh | IEC-6 tox | HSF1 inhib | HSP90 refold inh | aSyn 5UTR inh | KLF5 inh
38 | CCO[C@H]1OC(C(=O)Nc2ccccc2)=C[C@@H](c2ccc(Br)cc2)[C@@H]1CCCO | 18 | 2 | -4 | -1 | -1 | -4 | 13 | 8 | 53 | -14
37 | CCN1CCN(S(=O)(=O)c2ccc(OC)cc2)CC1 | -7 | 1 | 1 | -5 | -10 | -5 | -4 | 1 | 5 | -6
40 | Cc1cccc(C)c1NC(=O)C1(NC(=O)Cn2cccc([N+](=O)[O-])c2=O)CCCCC1 | 10 | 4 | 5 | -2 | -2 | -3 | -8 | 15 | 12 | 1

Next entries follow:
[43] NC(=O)c1cc2nc(-c3ccco3)cc(C(F)(F)F)n2n1
[44] Cc1ccc(/C=N/NC(=O)c2csc(C)c2)o1
[45] CC(Cc1ccccc1)NC(=O)CN1C(=O)c2ccccc2S1(=O)=O (stereo not drawn)
[46] COc1ccccc1-n1nnnc1SCC(=O)Nc1cc(C)on1

screen / no.	43	44	45	46
HSF-1 act	-2	15	-20	-5
GSK3B inh	-6	1	1	-1
Platelet DG rel	-19	5	-21	6
Dyrk1A ADPGlo	16	-5	-1	0
GSK3 alpha inh	7	3	-1	-3
IEC-6 tox	1	3	-5	6
HSF1 inhib	5	3	-5	8
HSP90 refold inh	-6	2	0	0
aSyn 5UTR inh	26	-24	2	13
KLF5 inh	-42	-28	-46	11
